# ALOX12 inh – inhibitors of human 12S-lipoxygenase ALOX12; P18054; 580,000 compounds, 1.1% hits; Potency, µM (highest dose often 108 µM), without a hit: top-dose activity change, negative = inhibition, usual class: inhibitors; purified 12hLO, xylenol orange hydroperoxide absorbance; further: on the % scale 0 is the no-effect control and ±100 the full control effect
# Target sequence (P18054 whole entry, looked up): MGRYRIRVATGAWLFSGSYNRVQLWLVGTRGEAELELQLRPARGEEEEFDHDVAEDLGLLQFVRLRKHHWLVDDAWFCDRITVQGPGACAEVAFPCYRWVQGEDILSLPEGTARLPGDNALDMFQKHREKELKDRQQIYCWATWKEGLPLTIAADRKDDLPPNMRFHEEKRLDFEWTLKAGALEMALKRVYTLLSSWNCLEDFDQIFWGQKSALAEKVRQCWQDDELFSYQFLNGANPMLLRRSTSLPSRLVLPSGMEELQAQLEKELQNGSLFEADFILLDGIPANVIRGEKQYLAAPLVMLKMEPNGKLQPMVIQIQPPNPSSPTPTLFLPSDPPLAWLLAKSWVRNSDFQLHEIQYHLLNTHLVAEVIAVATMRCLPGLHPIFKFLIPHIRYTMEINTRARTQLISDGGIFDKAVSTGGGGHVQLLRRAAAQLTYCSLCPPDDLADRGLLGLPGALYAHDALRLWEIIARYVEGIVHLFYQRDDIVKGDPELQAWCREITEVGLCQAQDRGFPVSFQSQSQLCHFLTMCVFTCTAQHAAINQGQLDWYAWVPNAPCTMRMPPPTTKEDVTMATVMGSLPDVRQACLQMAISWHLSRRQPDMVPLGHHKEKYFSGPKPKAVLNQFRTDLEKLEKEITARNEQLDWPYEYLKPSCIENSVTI
#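 Purified human 12hLO (150 nM final) in 25 mM Hepes, 0.01% Triton X-100, pH 7.0 was preincubated 15 min at room temperature with compound. Then 40 uM arachidonic acid was added, 30 min. Hydroperoxide was read by Fe-XO absorbance ratio 573/405 nm.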
# TrxR1 substrate – substrates of rat thioredoxin reductase 1; O89049; purified TrxR1 substrate turnover, NADPH consumption readout; Potency, µM (doses to about 114 µM), for the others: at the highest dose activity change, negative = substrate turnover; 390,000 compounds, 0.01% hits; AID 588456; further: on the % scale 0 is the no-effect control and ±100 the full control effect; nearly all actives have a fitted effect of over 50% in size
#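 Rat TrxR1, dispensed at 90 nM, was prereduced with 400 uM NADPH (final) for 5 min at ~22 deg C, then incubated with compound 15 min before 400 uM selenite. A first-read NADPH fluorescence drop versus no-compound background flagged substrates.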
# USP1 inh – blocks the human USP1/UAF1 deubiquitinase complex; 390,000 compounds, 0.23% hits; recombinant USP1/UAF1, Ub-Rhodamine cleavage fluorescence; Potency, µM (series often up to 57.1 µM), for inactives: top-dose activity change, negative = inhibition, usual class: inhibitors; further: on the % scale 0 is the no-effect control and ±100 the full control effect; nearly all actives have a fitted effect of over 60% in size; inactives centre near -12
#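 USP1/UAF1 complex at 1 nM was preincubated with compound for 15 min at room temperature, then Ub-Rho substrate (150nM final) was added. Fluorescence (480/540 nm) was read kinetically, 6 reads every 60 seconds.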
# RGS4 inh – blocks human RGS4-accelerated GTP hydrolysis | AID 504845 | 390,000 compounds, 0.039% hits | Transcreener GDP fluorescence polarization, RGS4-accelerated GTP hydrolysis | Potency, µM (top dose mostly 114 µM), without a hit: at the highest dose activity change, negative = inhibition, most hits filed as inhibitors; further: on the % scale 0 is the no-effect control and ±100 the full control effect; nearly all actives have a fitted effect of over 75% in size; some results filed as inactive show a strong effect at the top dose
# Target sequence (P49798 whole entry, looked up): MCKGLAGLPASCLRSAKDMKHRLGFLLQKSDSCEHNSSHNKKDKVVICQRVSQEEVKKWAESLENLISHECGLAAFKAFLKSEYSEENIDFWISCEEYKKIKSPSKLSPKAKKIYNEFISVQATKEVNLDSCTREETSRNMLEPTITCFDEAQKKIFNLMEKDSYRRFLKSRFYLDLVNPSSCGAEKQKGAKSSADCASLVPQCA
#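 MLSMR compounds (23 nl, pin-transferred) preincubated 10 min at room temperature with a 500nM (2x) first reagent, then RGS4 at 900nM (2x) plus Transcreener GDP mix added; fluorescence polarization (620/688 nm) read before and after 90 min at 30 °C.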
# Vif-A3G inh – inhibitors of Vif-APOBEC3G interaction | Potency, µM (highest dose often 46.1 µM), without a hit: at the highest dose activity, negative = active, usual class: inhibitors | Q9HC16 | 410,000 compounds, 0.076% hits | AID 602310 | HeLa A3G-eYFP + Vif (tagged APOBEC3G with the HIV-1 protein that degrades it), YFP fluorescence, overnight;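 further: on the % scale 0 is the no-effect control and ±100 the full control effect; nearly all actives have a fitted effect of over 60% in size; hits raise eYFP signal because A3G escapes Vif-driven loss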
#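 Read-out is eYFP fluorescence (Ex 488/Em 500-530) from Vif-expressing HeLa A3G-eYFP cells; more signal means A3G escaped Vif-mediated degradation. Cells plated overnight, compound pinned in, incubated overnight at 37 deg C.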
# mIDH1 inhibitor – inhibitors of human mutant IDH1 R132H; IDH1-R132H enzyme, NADPH consumption, diaphorase/resazurin fluorescence; AID 602179; O75874; 390,000 compounds, 0.093% hits; Potency, µM (titrated, usually from 76.6 µM), without a hit: at the highest dose activity change, negative = inhibition, usual class: inhibitors; further: on the % scale 0 is the no-effect control and ±100 the full control effect; nearly all actives have a fitted effect of over 65% in size
#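 IDH1-R132H (0.5 ug/mL) preincubated 30 min with compound, then NADPH (0.016 mM) and alpha-KG (2 mM) added; 80 min at RT, pH 7.5. Remaining NADPH coupled via diaphorase/resazurin to fluorescence (540/590 nm); concentration-response curves normalized to no-enzyme control.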
# RXFP1 agonist – RXFP1 (human) receptor agonism; 370,000 compounds, 0.3% hits; Potency, µM (series often up to 57.5 µM), without a hit: top-dose activation, actives largely listed as activators; HEK293T-RXFP1 cAMP TR-FRET, 30 min; response scale: percent of porcine relaxin response, buffer zero; Q9HBX9; AID 2676; further: on the % scale 0 is the no-effect control and ±100 the full control effect; nearly all actives have a fitted effect of over 60% in size; many of its hits are not listed in these tables
#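 Agonist response is measured as cAMP accumulation in an RXFP1-transfected HEK293T line under PDE4 inhibition. Values are scaled between buffer-only and 29 nM porcine relaxin, and EC50s come from standard Hill equation fits.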
# rTrxR1 inhibitor – rat TrxR1 inhibition; O89049; recombinant rTrxR1, NADPH fluorescence consumption, selenite substrate; Potency, µM (highest dose often 114 µM), without a hit: at the top dose activity change, negative = inhibition, hits mostly inhibitors; 390,000 compounds, 1% hits; AID 588453; further: on the % scale 0 is the no-effect control and ±100 the full control effect; nearly all actives have a fitted effect of over 65% in size
#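 Rat TrxR1 (90 nM in the dispensed reagent) was pre-reduced with 400 uM NADPH for 5 min at room temperature, then incubated with compound for 15 min. After 400 uM selenite was added, NADPH fluorescence (Ex 340/Em 450 nm) was followed for 8 min.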
# Vif-APOBEC3F blk – inhibitors of Vif-A3F interaction. HeLa A3F-eYFP + Vif (tagged APOBEC3F with the HIV-1 protein that degrades it), YFP fluorescence increase. Potency, µM (series often up to 46.1 µM), without a hit: at the highest dose activity, negative = active. 390,000 compounds, 0.2% hits; further: % of control where 0% means no effect; nearly all actives have a fitted effect of over 65% in size
#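 HeLa cells stably expressing A3F-eYFP plus Vif, plated and incubated overnight at 37 deg C, then exposed to compounds overnight at 37 deg C. Blocked degradation read as raised yellow fluorescence (Ex 488/Em 500-530).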
# Numbers without * were called inactive; ? = inconclusive; / = no result given; & = joins results of further samples; [ ] = dose if it differs, or a comment. The call rests on the fitted dose curve; in most records, active means well fitted curve in the direction sought with a large enough effect; inconclusive means small, poorly fitted or top-dose-only effect, or another doubt; inactive means no such curve, though single readings can be large; an effect the other way counts as inactive or inconclusive. Potency means the concentration at half of the fitted maximal effect. Not all compounds are listed (hit frequency here may not be typical).
# Order of results: RGS4 inh | TrxR1 substrate | USP1 inh | RXFP1 agonist | ALOX12 inh | Vif-APOBEC3F blk | Vif-A3G inh | rTrxR1 inhibitor | mIDH1 inhibitor
COc1ccccc1-c1ccc(SCC(=O)NC2CCCC2)nn1
    -40.1% | 9.6% | -3.0% | 1.1% | ? | 4.5% | -0.7% | 8.0% | -4.8%
CCS(=O)(=O)N1CCCC(C(=O)NCc2cccc(OC)c2)C1 (stereo not given)
    11.2% | 0.0% | -15.7% | -1.7% | 414.8%[activator] | / | 0.4% | 6.6% | 1.7%
O=C1C(c2ccccc2)NC(=S)N1C1CCCCC1 (stereo not given)
    -8.3% | -4.7% | -13.3% | 0.7% | ? | 1.1% | -5.0% | -2.0% | -2.5%
O=C1OCCN1CC(=O)N1CCc2c([nH]c3ccccc23)C1c1ccccn1 (stereo not given)
    3.3% | 2.3% | -19.0% | -0.1% | 11.0% | -0.8% | 7.7% | 5.4% | 0.0%
COCCN(C(=S)Nc1ccc(OC)cc1)C1CCN(C(C)C)CC1
    -21.1% | -4.5% | -14.8% | -0.1% | 9.5% | -8.7% | 3.6% | -19.3% | 0.5%
O=C(Nc1sc2c(c1-c1nc3ccccc3[nH]1)CCCC2)C1CC1
    -7.7% | 12.2% | -22.9% | 5.5% | 0.0%[57.4 µM] | -15.1% | -11.3% | 10.5% | 4.4%
Cc1ccc(S(=O)(=O)N2CCOCC2)cc1C(=O)OCC(=O)NC1CC1
    3.5% | 1.2% | -6.7% | 0.6% | -4.5% | 0.8% | 3.8% | 12.7% | -1.8%
CC1(C(=O)O)CCC(C(=O)NNC(=O)c2ccccc2Cl)C1(C)C (stereo not given)
    17.2% | 3.5%[57.1 µM] | -1.5% | / | ? | 2.9% | -2.2% | 6.5%[57.1 µM] | -0.2%
Cc1ccc(C(=O)CSc2nnc(-c3cccnc3)n2N)cc1
    0.1% | -8.1% | -1.3% | 2.3% | ? | -30.8% | -30.3% | 25.7% | -2.8%
CN(Cc1ccccc1)C(=O)COC(=O)c1ccc(=O)n(Cc2ccccc2)n1
    -6.0% | 3.6% | -16.6% | 1.9% | -17.6% | ? | -4.0% | 5.5% | 3.1%
CC(C)/C=C/C(=O)N1CCCC(N2CCN(c3ccccc3F)CC2)C1 (stereo not given)
    16.5% | -1.2% | -11.3% | 0.0% | -21.2% | 3.8% | -0.2% | 7.7% | -6.4%
CC(C)(C)C(=O)N1CCN(c2ccc(NC(=O)c3ccc4c(c3)OCCO4)cc2)CC1
    0.6% | -0.3% | -16.7% | -1.2% | 22.7% | -0.8% | -1.0% | 8.9% | -9.5%
COc1ccc(-c2nc3nc(C)cc(C)n3n2)cc1
    1.1% | 82.5%[activator] | -4.8% | 6.4% | -18.4% | / | -9.5% | -6.1% | -0.2%
Fc1ccc(-c2ccnc3nc(N4CCOCC4)nn23)cc1
    -21.5% | 97.3%[activator] | -14.5% | 4.0% | -2.4% | -9.4% | 0.3% | -0.3% | -1.8%
CC(C)(C)N(NC(=O)c1ccccc1)C(=O)c1ccc(C(=O)N(NC(=O)c2ccccc2)C(C)(C)C)cc1
    -18.0% | -0.6% | -15.3% | 0.1% | -10.6% | -19.6% | -5.8% | 0.6% | 1.0%
CCO[C@@H]1OC(C(=O)N2CCN(Cc3ccc4c(c3)OCO4)CC2)=C[C@H](C2CC2)[C@H]1CCCO
    0.0% | -4.0% | -27.0% | -0.1% | -27.1% | 3.4% | 2.3% | -12.1% | 4.4%
CCOC(=O)C1=C(c2ccccc2)N=C2SCC(=O)N2C1c1cccc(OC)c1 (stereo not given)
    -28.8% | -10.9%[57.1 µM] | -21.6% | -0.2% | 10.9% | -11.0% | -11.0% | 3.6%[57.1 µM] | 5.7%
CCOc1ccccc1N1CC(C(=O)N(Cc2nnc(-c3ccccc3Cl)o2)C2CC2)CC1=O (stereo not given)
    -0.7% | 0.3% | -0.1% | 1.2% | 5.6% | 7.8% | 1.2% | 7.0% | -2.8%
CC(C)c1nc(C(=O)N2CCc3c([nH]c4ccccc34)C2c2ccccn2)cs1 (stereo not given)
    2.1% | 1.6%[57.1 µM] | -16.9% | -0.7% | -18.6% | -2.7% | -0.6% | 9.7%[57.1 µM] | 12.3%
Cc1ccc(C)c(OCCC(=O)OCC(=O)c2ccc3c(c2)NC(=O)CO3)c1
    -19.9% | -8.8% | -23.7% | 5.2% | 13.2% | -16.2% | -1.0% | -12.5% | 2.3%
Cc1ccc(-n2c(-c3ccccc3)cc(=O)nc2C)cc1
    5.6% | 7.9%[57.1 µM] | -1.5% | 3.0% | 8.7% | -2.8% | -1.4% | -3.8% | 3.3%
CC(C)Oc1ccc(CNC(=O)c2ccc3nc(SCc4ccc(F)cc4)n(C)c3c2)cc1
    0.7% | 6.9% | ? | 0.1% | -2.3% | 5.2% | 5.0% | 31.6% | -16.1%
Cc1ccccc1N(C(=O)c1ccco1)C(C(=O)NC1CCCC1)c1cccnc1 (stereo not given)
    -13.0% | -3.3% | 4.8% | -0.1% | -14.8% | 0.0% | 0.6% | -7.5% | -7.8%
C[C@H](CO)N1C[C@H](C)[C@@H](CN(C)S(=O)(=O)c2cn(C)cn2)Oc2c(NS(=O)(=O)c3cccs3)cccc2C1=O
    44.3% | -1.6% | -11.9% | / | -12.7% | 5.0% | 2.3% | -5.0% | 4.0%
O=C(CN(c1cc(Cl)ccc1Cl)S(=O)(=O)c1ccccc1)N1CCOCC1
    -27.9% | -7.5% | -16.8% | -0.7% | 9.5% | 7.0% | -5.2% | 0.2% | 7.5%
c1csc(CNc2ncnc3nc[nH]c23)c1
    22.4% | 1.5%&3.3%&-3.0% | -3.5% | -0.1% | 1.2% | -12.6% | 4.3%&0.0%&3.3% | 13.4% | -3.8%
Cc1cc(=O)[nH]c(SCc2ccccc2)n1
    4.5% | -1.3% | -8.9% | 2.3% | ? | 4.9% | -0.3% | 2.3% | -10.1%
COc1cccc(CN2C(=O)C(C)N(C(=O)c3c(F)cccc3F)c3ccccc32)c1 (stereo not given)
    -46.7% | -8.7% | -14.5% | 2.6% | 20.6% | 0.3% | -3.3% | 17.7% | 12.4%
COc1ccc(CCNC(=O)c2cc(-c3ccc(C)cc3O)n[nH]2)cc1OC
    -29.9% | 9.0%[57.1 µM] | -3.3% | -2.2% | 485.4%[activator] | -1.9% | -17.2% | 9.5%[57.1 µM] | 1.1%
COc1ccccc1C(CNC(=O)c1ccc(NS(=O)(=O)c2ccc(F)c(C)c2)cc1)N(C)C (stereo not given)
    -30.6% | 0.0% | -13.8% | 3.6% | -23.0% | -11.0% | 3.5% | 3.7% | 5.8%
Cc1cc(C)c2c(=O)[nH]c(SCC(=O)N3CCOCC3)nc2n1
    7.6% | 22.8% | -16.2% | ? | ? | 1.4% | -3.2% | 17.3%[57.1 µM] | 7.4%
COc1ccccc1C(=O)NCCC(=O)Nc1cccc(C)n1
    -8.3% | 6.3% | -10.0% | -1.0% | 17.6% | 1.7% | -5.1% | 30.1% | 5.6%
COCC(=O)n1nc(-c2ccc(Cl)cc2)nc1NCc1ccc(F)cc1
    -11.3% | 0.0% | -8.2% | 2.7% | -20.7% | -2.2% | -13.5% | -1.6% | 10.1%

# Nothing new here: 7 of the compounds above.
# Order of results: RGS4 inh | TrxR1 substrate | USP1 inh | RXFP1 agonist | ALOX12 inh | Vif-APOBEC3F blk | Vif-A3G inh | rTrxR1 inhibitor | mIDH1 inhibitor
COc1ccccc1-c1ccc(SCC(=O)NC2CCCC2)nn1
    -40.1% | 9.6% | -3.0% | 1.1% | ? | 4.5% | -0.7% | 8.0% | -4.8%
CCS(=O)(=O)N1CCCC(C(=O)NCc2cccc(OC)c2)C1 (stereo not given)
    11.2% | 0.0% | -15.7% | -1.7% | 414.8%[activator] | / | 0.4% | 6.6% | 1.7%
O=C1C(c2ccccc2)NC(=S)N1C1CCCCC1 (stereo not given)
    -8.3% | -4.7% | -13.3% | 0.7% | ? | 1.1% | -5.0% | -2.0% | -2.5%
O=C1OCCN1CC(=O)N1CCc2c([nH]c3ccccc23)C1c1ccccn1 (stereo not given)
    3.3% | 2.3% | -19.0% | -0.1% | 11.0% | -0.8% | 7.7% | 5.4% | 0.0%
COCCN(C(=S)Nc1ccc(OC)cc1)C1CCN(C(C)C)CC1
    -21.1% | -4.5% | -14.8% | -0.1% | 9.5% | -8.7% | 3.6% | -19.3% | 0.5%
O=C(Nc1sc2c(c1-c1nc3ccccc3[nH]1)CCCC2)C1CC1
    -7.7% | 12.2% | -22.9% | 5.5% | 0.0%[57.4 µM] | -15.1% | -11.3% | 10.5% | 4.4%
Cc1ccc(S(=O)(=O)N2CCOCC2)cc1C(=O)OCC(=O)NC1CC1
    3.5% | 1.2% | -6.7% | 0.6% | -4.5% | 0.8% | 3.8% | 12.7% | -1.8%

# Bioassay records as filed in PubChem.
